LDHA block – LDHA (human) enzyme inhibition; hit rate 0.15% among 480,000; purified LDHA, NADH/diaphorase-resazurin fluorescence; hits give low values; activity change, % (values are at about 110 or 230 µM); in the data active = activity change below about -30%; inconclusive = mostly about -25% to -30%;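 also: plate controls were DMSO wells for no effect and wells without enzyme for full effect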
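Human LDH5 at 2 nM final in Tris HCl pH 7.4 with 0.06 mM NADH and 0.2 mM pyruvate, reacted 5 minutes at room temperature. Remaining NADH coupled via diaphorase/resazurin; resorufin fluorescence read at 0 and 20 minutes, normalized to enzyme-free and DMSO wells.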
D2 antag – antagonizes the human D2 dopamine receptor. hit rate 2% among 340,000. AID 485344. P14416. HEK293 TREx D2 cells, calcium flux, dopamine EC80. inhibition, % at 10 µM; in the data active = inhibition above about 30%; also: 0% is about no effect
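Inhibition of EC80 dopamine-driven calcium flux, recorded kinetically, defines activity here; cells are a tetracycline-induced HEK293 T-REx line expressing force-coupled D2.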
D2 ag – agonists of human D2 dopamine receptor; hit rate 0.53% among 340,000; HEK293 T-REx D2 cells, calcium flux agonist mode; activation, % at 2 µM; AID 485358;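 active = activation over 3 SD above normal in the single-dose calcium agonist read, cut at about 30% in these data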; also: 0% is about no effect
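HEK293 Trex D2 cells, tetracycline-induced, o/n 30 C 5% CO2; no-wash Ca dye, RT 30–90 min; 10-cycle baseline, 23 nl cpd added, kinetic Ca read 180 s; agonist hits = positive Ca response.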
Vif-APOBEC3F blk – inhibitors of Vif-A3F interaction; hit rate 0.2% among 390,000; Potency, µM (doses to about 46.1 µM), without a hit: top-dose activity, negative = active; HeLa A3F-eYFP + Vif (tagged APOBEC3F with the HIV-1 protein that degrades it), YFP fluorescence increase; also: potency is read from the fitted curve at half-maximal effect; % of control where 0% means no effect; nearly all actives have a fitted effect of over 65% in size
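HeLa cells stably expressing A3F-eYFP plus Vif, plated and incubated overnight at 37 deg C, then exposed to compounds overnight at 37 deg C. Blocked degradation read as raised yellow fluorescence (Ex 488/Em 500-530).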
Vif-APOBEC3G blk – Vif-A3G binding inhibition. Q9HC16. HeLa A3G-eYFP + Vif (tagged APOBEC3G with the HIV-1 protein that degrades it), YFP fluorescence, overnight. Potency, µM (titrated, usually from 46.1 µM), inactives show at the top dose activity, negative = active, most hits filed as inhibitors. hit rate 0.076% among 410,000;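 also: potency is read from the fitted curve at half-maximal effect; % is scaled to controls: 0 for no effect and ±100 for the full control effect; nearly all actives have a fitted effect of over 60% in size; hits raise eYFP signal because A3G escapes Vif-driven loss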
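HeLa cells stably expressing Vif and C-terminally eYFP-tagged A3G, seeded overnight at 37 deg C, then exposed to compound by pintool overnight at 37 deg C. Rise in yellow fluorescence (Ex 488/Em 500-530, Acumen) marks blocked Vif-driven A3G degradation.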
RGS4 inhibitor – blocks human RGS4-accelerated GTP hydrolysis; Transcreener GDP fluorescence polarization, RGS4-accelerated GTP hydrolysis; Potency, µM (doses to about 114 µM), without a hit: at the highest dose activity change, negative = inhibition, hits mostly inhibitors; hit rate 0.039% among 390,000; AID 504845; also: potency is read from the fitted curve at half-maximal effect; % is scaled to controls: 0 for no effect and ±100 for the full control effect; nearly all actives have a fitted effect of over 75% in size; some results filed as inactive show a strong effect at the top dose
Target sequence (P49798 whole entry, looked up): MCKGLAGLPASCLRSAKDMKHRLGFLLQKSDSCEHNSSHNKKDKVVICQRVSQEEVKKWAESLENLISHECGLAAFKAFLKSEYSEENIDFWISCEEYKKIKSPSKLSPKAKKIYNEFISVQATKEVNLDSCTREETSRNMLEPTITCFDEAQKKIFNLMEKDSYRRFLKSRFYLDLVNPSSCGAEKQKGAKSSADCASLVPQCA
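MLSMR compounds (23 nl, pin-transferred) preincubated 10 min at room temperature with a 500nM (2x) first reagent, then RGS4 at 900nM (2x) plus Transcreener GDP mix added; fluorescence polarization (620/688 nm) read before and after 90 min at 30 °C.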
ERG Ets-DNA blk – ERG Ets/DNA interaction inhibition. P11308. fluorescence polarization, His-ERG Ets domain / labelled DNA. Potency, µM (titrated, usually from 76.9 µM), inactives show at the highest dose FP activity, negative = inhibition, most hits filed as inhibitors. hit rate 0.028% among 370,000. AID 624246; active = well fitted inhibition curve with a large enough effect in the polarisation, with a control signal flat; inconclusive = small, poorly fitted or top-dose-only effect, or effect the other way, or a change in a side signal; inactive = no such curve, though single readings can be large or run the other way; the % refers to the polarisation;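 also: polarization taken with two DNA probes labelled with fluorescein and Texas red; potency is read from the fitted curve at half-maximal effect; % of control where 0% means no effect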
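His-tagged ERG Ets domain (1 uM in the protein solution; 300mM KCl, 50mM Tris-HCl, 1mM EDTA, 1mM DTT, pH 7.5) received compound, then a probe mix of 5 nM fluorescein-DNA and 100nM Texas-615-DNA. Fluorescence polarization was read for both dyes.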
12-LOX inh – blocks human arachidonate 12S-lipoxygenase; P18054; purified 12hLO, xylenol orange hydroperoxide absorbance; Potency, µM (highest dose often 108 µM), for inactives: at the top dose activity change, negative = inhibition, most hits filed as inhibitors; hit rate 1.1% among 580,000; also: potency is read from the fitted curve at half-maximal effect; % is scaled to controls: 0 for no effect and ±100 for the full control effect
Target sequence (P18054 whole entry, looked up): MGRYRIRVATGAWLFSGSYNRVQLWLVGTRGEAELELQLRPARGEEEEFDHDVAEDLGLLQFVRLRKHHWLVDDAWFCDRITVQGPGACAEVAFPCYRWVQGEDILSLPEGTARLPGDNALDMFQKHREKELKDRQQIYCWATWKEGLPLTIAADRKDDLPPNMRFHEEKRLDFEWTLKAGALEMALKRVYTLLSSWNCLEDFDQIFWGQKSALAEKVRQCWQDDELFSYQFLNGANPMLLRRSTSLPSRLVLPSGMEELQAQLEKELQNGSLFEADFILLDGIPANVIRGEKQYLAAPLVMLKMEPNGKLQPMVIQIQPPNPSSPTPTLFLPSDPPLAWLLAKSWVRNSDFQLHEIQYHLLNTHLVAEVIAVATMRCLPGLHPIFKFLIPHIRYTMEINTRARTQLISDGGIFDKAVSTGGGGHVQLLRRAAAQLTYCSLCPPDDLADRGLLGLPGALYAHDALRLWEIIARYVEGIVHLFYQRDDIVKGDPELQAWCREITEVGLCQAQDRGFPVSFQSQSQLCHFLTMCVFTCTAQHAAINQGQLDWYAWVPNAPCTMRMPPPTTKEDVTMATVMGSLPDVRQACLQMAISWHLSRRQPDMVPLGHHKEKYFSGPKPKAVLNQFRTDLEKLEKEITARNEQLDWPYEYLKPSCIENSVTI
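Purified human 12hLO (150 nM final) in 25 mM Hepes, 0.01% Triton X-100, pH 7.0 was preincubated 15 min at room temperature with compound. Then 40 uM arachidonic acid was added, 30 min. Hydroperoxide was read by Fe-XO absorbance ratio 573/405 nm.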
Glioma ERSR ind – ER stress response induction in glioma. U87-MG GRP78 promoter luciferase reporter, 16 h. Potency, µM, for inactives: top-dose activation, usual class: activators. hit rate 0.02% among 420,000; also: potency is read from the fitted curve at half-maximal effect; series mostly up to about 76 µM; % of control where 0% means no effect; nearly all actives have a fitted effect of over 35% in size
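Stably transfected U87-MG human glioma cells carrying a GRP78-based luminescent sensor were seeded at 1000 cells/well, pin-dosed with compounds and incubated 16 h. Luciferase reagent was then added, and end-point luminescence was read after 10 min at room temperature.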
* hit, by the source's call; u = inconclusive; x = not tested or not shown; [ ] = remark or other dose. Unless noted, calls follow the shape of the dose curve; as a rule, active = well fitted curve in the direction sought with a large enough effect; inconclusive = small, poorly fitted or top-dose-only effect, or another doubt; inactive = no such curve, though single readings can be large; an effect the other way counts as inactive or inconclusive. These rows are one share of the data; rates above refer to the full screens.

SMILES | LDHA block | D2 antag | D2 ag | Vif-APOBEC3F blk | Vif-APOBEC3G blk | RGS4 inhibitor | ERG Ets-DNA blk | 12-LOX inh | Glioma ERSR ind
CC(=O)c1c(C)nc(C)nc1NC(=O)C(C)C | -4 | 12 | 0.1 | -5% | 1% | 26% | 2% | -9% | -3%
O=C(NCc1ccccc1CN1CCCCC1)c1ccc(Cl)cc1N1CCCC1=O | -13 | 9 | 0.6 | 1% | -9% | -22% | 5% | u | -6%
COc1ccc(NC(=O)Cn2nc(C(=O)O)c3ccccc3c2=O)cc1Cl | -7 | 18 | -1.2 | 3% | 1% | -12% | 1% | u | 0%
CCc1ccccc1NC(=O)CN(Cc1ccccc1)S(=O)(=O)c1ccc(Br)cc1 | -1 | x | 1.4 | -1% | -5% | -1% | 3% | -22% | -4%
COc1ccc(CN2C(=O)c3ccccc3C2=O)cc1C(=O)OCC(=O)NC1CCCCC1 | -2 | 12 | -0.7 | -11% | -5% | -10% | 5% | 7% | -3%
CCCN(CC(=O)Nc1ccccc1C)C(=O)CSc1ccccc1C | -9 | -8 | -0.2 | 6% | -4% | 19% | -2% | 2% | -2%
COc1ccc(N2C(=O)C3[C@@H](C2=O)C2(Cl)C(Cl)=C(Cl)C3(Cl)C2(OC)OC)cc1 (stereo partly drawn) | -2 | 12 | -0.5 | -5% | 2% | -1% | 8% | -13% | -4%
Cc1ccc(C(=O)Nc2ccc3nccnc3c2)cc1 | -3 | x | x | -18% | 0% | 8%[11.4 µM] | -10% | 0% | -12%
CCOc1cccc2c1OC1(CCCCC1)N1N=C(c3cccnc3)CC21 (stereo not drawn) | 10 | 20 | 1.8 | -5% | -4% | -13% | -6% | u | 5%
Cc1nonc1NC(=O)CSc1nc2ccc(Cl)cc2[nH]1 | -4 | -17 | 3.7 | -6% | -6% | -5% | -6% | -23% | -6%
COc1ccc(O)c(C=Nc2cc(NC(C)=O)c(Cl)cc2Cl)c1 | 7 | -4 | -0.5 | -1% | -1% | 12% | 1% | -22% | 0%
O=C(NCC1CCCO1)c1ccccc1-c1nc(-c2ccccc2F)no1 (stereo not drawn) | -2 | 5 | -1.3 | 1% | -1% | -22%[56.9 µM] | -7% | -7% | 5%
CC(Sc1oc(-c2cccs2)nc1S(=O)(=O)c1ccccc1)c1ccccc1 (stereo not drawn) | -2 | x | 0.6 | 2% | -1% | -12% | 10% | -1% | -2%
O=c1cc(Nc2ccc3c(c2)OCCO3)[nH]c(=O)n1Cc1ccc(F)cc1 | -3 | -16 | 0.2 | -4% | 0% | -30% | x | -2%[57.4 µM] | -5%
Cc1cccc(NC(=O)CSCC(=O)NCc2cccc(C(F)(F)F)c2)c1 | -2 | 17 | -0.3 | -30% | 0% | 10% | 3% | -23% | -4%
Cc1nc2c3ccccc3nc(NNC(=O)CCC(=O)N3CCC(C)CC3)n2n1 | -10 | x | x | 10% | -2% | -1% | -14% | 21% | -2%
CCOC(=O)C1(CCOC)CCN(CC(C)Cc2ccc3c(c2)OCO3)CC1 (stereo not drawn) | 1 | 13 | 4.4 | 4% | -2% | 10% | 10% | -7% | -1%
O=C(COC(=O)c1ccc(S(=O)(=O)N2CCCCCC2)cc1)NCc1ccc(F)cc1 | -6 | -3 | 1.1 | -4% | 2% | 5% | 3% | u | -3%
O=C(Nc1nnc(-c2cc(Cl)ccc2Cl)o1)c1ccc2c(c1)OCCO2 | -11 | x | 0.5 | 5% | u | 10% | 7% | -22% | 2%
CC1(C)NC(=O)N(CC(O)COc2ccccc2[N+](=O)[O-])C1=O (stereo not drawn) | -5 | 4 | 0.1 | 6% | -6% | 6% | 1% | -4% | -4%
COCc1cc(C)nc2sc(C(=O)Nc3ccccc3C)c(N)c12 | -5 | -1 | -0.6 | 3% | -7% | -17% | -3% | -20% | 1%
C[C@]12c3[nH]c4ccccc4c3CCN1C(=O)C(CC(=O)NCCN1CCOCC1)C[C@@H]2C(=O)N1CCOCC1 (stereo partly drawn) | -3 | x | x | 3% | 3% | 26% | -5% | -11% | 5%
CCOC(=O)CC(=O)CSc1nc2ccccc2c(=O)n1CCc1ccccc1 | -1 | x | -0.3 | -4% | -6% | 35% | 7% | -3% | 1%
CN(C(=O)COC(=O)c1ccccc1OCc1ccc(Cl)cc1)c1c(N)n(Cc2ccccc2)c(=O)[nH]c1=O | -5 | -14 | 0.6 | u | -9% | -3% | 3% | -19% | -5%
COc1cccc(NC(=O)COC(=O)COc2ccccc2[N+](=O)[O-])c1 | -2 | 7 | -1.1 | -1% | -5% | 4% | 1% | -4% | -2%
CN=C(NC#N)SCC(=O)c1ccc(Cl)cc1Cl | -8 | 11 | 1.2 | -1% | 4% | -2% | -7% | u | 0%
O=C(NCC1CC1)c1ccc(-n2ccnc2)c2ccoc12 | 0 | x | x | x | -2% | x | x | 10µM* | -3%
CCCCCC(=O)Nc1ccc(N2CCN(C(=O)CCC)CC2)cc1 | -4 | 11 | 0.5 | -3% | 0% | u | -8% | 0% | -3%
CSc1ncc(CN2CCN(CC=C(C)C)C(CCO)C2)cn1 (stereo not drawn) | 0 | -9 | -0.2 | 10% | 0% | 11% | -7% | -1% | -5%
Cc1nc(C(N)=O)c(N)n1CCc1ccccc1 | -9 | 15 | 0.4 | 4% | -1% | -22% | -13% | 21% | 0%
COc1nc(-c2ccccc2)ncc1S(=O)(=O)c1ccccc1 | -3 | -7 | 0.8 | 8% | 1% | 26%[56.9 µM] | -17% | 1% | -2%
Cn1c(-c2ccc3ccccc3n2)nc2cnccc21 | -2 | -7 | -0.2 | -8% | u | -19% | 4% | 0% | 3%
COc1ccc(-c2csc(NC(=O)CSc3nc4ccccc4c(=O)[nH]3)n2)cc1 | -20 | -13 | -3.1 | u | u | -15% | 24% | -24% | 0%
Cc1ccc(N2CC(NC(=O)c3ccco3)CC2=O)cc1C (stereo not drawn) | -10 | x | x | 7% | -2% | 21% | -4% | -23% | -1%
CC(C)OC(=O)NCCOC(=O)Nc1ccc(Cl)cc1 | 0 | 8 | -0.7 | -6% | 3% | 0%[56.9 µM] | -2% | -3% | 0%
CCOc1ccc(/C=N/NC(=O)c2[nH]c3ccc(C)cc3c2C)cc1 | -1 | -5 | -0.4 | 8% | -28% | -14% | 1% | 0% | -6%
OC[C@@H]1CN(CCN2CCOCC2)C[C@H](n2cnc3c(Nc4ccccc4)ncnc32)O1 | -5 | x | x | x | -4% | x | x | 4% | 0%
Cc1cc2occ(CC(=O)N(C)CC(=O)Nc3ccc(F)cc3)c2cc1C | 0 | 13 | 0.5 | -35% | 1% | 14% | 17% | 3% | -5%
CCC(C)NC(=O)c1cnn2c1NC(c1cccs1)CC2C(F)(F)F (stereo not drawn) | -3 | 12 | -0.7 | -1% | -4% | -27% | -5% | 211%[activator] | -10%
NC(=S)NN=C1c2ccccc2-c2c(F)c(F)c(F)c(F)c21 | -8 | x | x | -1% | -13% | u | x | u | -2%

Limited to LDHA block, Glioma ERSR ind and Vif-APOBEC3F blk, for some of the entries so far:
SMILES | LDHA block | Glioma ERSR ind | Vif-APOBEC3F blk
Cc1cccc(NC(=O)CSCC(=O)NCc2cccc(C(F)(F)F)c2)c1 | -2 | -4% | -30%
Cc1nc2c3ccccc3nc(NNC(=O)CCC(=O)N3CCC(C)CC3)n2n1 | -10 | -2% | 10%
CCOC(=O)C1(CCOC)CCN(CC(C)Cc2ccc3c(c2)OCO3)CC1 (stereo not drawn) | 1 | -1% | 4%
O=C(COC(=O)c1ccc(S(=O)(=O)N2CCCCCC2)cc1)NCc1ccc(F)cc1 | -6 | -3% | -4%

Additional structures:
SMILES | LDHA block | D2 antag | D2 ag | Vif-APOBEC3F blk | Vif-APOBEC3G blk | RGS4 inhibitor | ERG Ets-DNA blk | 12-LOX inh | Glioma ERSR ind
CCOC(=O)c1c(NC(=S)NC(=O)c2ccc(Cn3cc(Cl)cn3)o2)sc2c1CCC(C)C2 (stereo not drawn) | -5 | -6 | 0.4 | 4% | -2% | 11% | -2% | 45%[activator] | -4%
CCOC(=O)N/N=C/c1c(C)c(C(=O)c2ccc(F)cc2)n2ccccc12 | -3 | -4 | -1.8 | u | 1% | 3% | -1% | -21% | 1%
CC(C)c1ccc(C(=O)NN2CCOCC2)cc1 | -3 | -1 | -1.6 | 0% | 4% | -3% | -1% | 2% | 0%
O=C(c1ccco1)N1CCCC(c2nc3c(nnn3Cc3cccc(Cl)c3)c(=O)[nH]2)C1 (stereo not drawn) | -3 | 10 | -1.8 | -4% | -19% | -14% | 1% | -10% | 0%
COc1ccccc1CN1C(=O)C(C)ON=C1c1ccccc1F (stereo not drawn) | -2 | x | x | x | 2% | x | x | 34% | -2%

Compound profiles, from the list above. Values in the order: LDHA block	D2 antag	D2 ag	Vif-APOBEC3F blk	Vif-APOBEC3G blk	RGS4 inhibitor	ERG Ets-DNA blk	12-LOX inh	Glioma ERSR ind
Shown for CCOC(=O)c1c(NC(=S)NC(=O)c2ccc(Cn3cc(Cl)cn3)o2)sc2c1CCC(C)C2 (stereo not drawn) = -5	-6	0.4	4%	-2%	11%	-2%	45%[activator]	-4%
Shown for CC(C)c1ccc(C(=O)NN2CCOCC2)cc1 = -3	-1	-1.6	0%	4%	-3%	-1%	2%	0%
Shown for CCOC(=O)N/N=C/c1c(C)c(C(=O)c2ccc(F)cc2)n2ccccc12 = -3	-4	-1.8	u	1%	3%	-1%	-21%	1%
